# Screening results as filed in PubChem.
# EPAC1 agonist – agonists of human EPAC1 | O95398 | EPAC1 agonist qHTS, biochemical assay; response scale: 100% = response to 6.5 mM cAMP | Potency, µM (series often up to 154 µM), for the others: at the top dose activation, actives largely listed as activators | 360,000 tested, 0.073% active; further: potency means the concentration at half of the fitted maximal effect; nearly all actives have a fitted effect of over 60% in size
#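 Read-out is the fluorescence drop as BODIPY-GDP leaves Rap1B (480 nm excitation, 540 nm emission), recorded every 5 minutes over 30 minutes. Reactions held 100 nM EPAC1, 250 nM Rap1B–BODIPY-GDP and 50 uM GDP, with 6.5 mM cAMP setting full activation.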
# GLP1R inv ag – inverse agonists of human GLP-1 receptor. 410,000 tested, 1.6% active. P43220. HEK293 GLP-1R CRE-luciferase, luminescence, 24 h; GLP-1R form is constitutively active. Potency, µM (top dose mostly 38.3 µM), for the others: top-dose activity change, negative = inhibition, usual class: inhibitors; further: potency means the concentration at half of the fitted maximal effect; on the % scale 0 is the no-effect control and ±100 the full control effect; nearly all actives have a fitted effect of over 55% in size
#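 Luminescence readout: a drop in cAMP-driven luciferase signal flags inverse agonism at a constitutively active GLP-1R stably expressed in HEK293. Compound exposure lasted 24 hr at 37 deg C, 5% CO2.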
# EPAC1 antag – EPAC1 (human) antagonism; O95398; EPAC1 GEF assay, Rap1b-BODIPY-GDP exchange fluorescence; Potency, µM (titrated, usually from 115 µM), inactives show at the top dose activity change, negative = inhibition, usual class: inhibitors; 360,000 tested, 0.14% active;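 further: potency means the concentration at half of the fitted maximal effect; plate controls were vehicle for no effect and positive control for full effect; nearly all actives have a fitted effect of over 50% in size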
# PI5P4K alpha inh – PI5P4K alpha (human) kinase inhibition; PI5P4Kalpha enzyme, ADP-Glo luminescence, 60 min; stronger effect = lower value; max response, %; 330,000 tested, 1.2% active; AID 652105; active means max response of -50% or lower; inconclusive means between -30% and -50%; inactive means -30% or higher; further: value at the top dose of about 77 µM; on the % scale 0 is the no-effect control and ±100 the full control effect
# Target sequence (P48426 whole entry, looked up): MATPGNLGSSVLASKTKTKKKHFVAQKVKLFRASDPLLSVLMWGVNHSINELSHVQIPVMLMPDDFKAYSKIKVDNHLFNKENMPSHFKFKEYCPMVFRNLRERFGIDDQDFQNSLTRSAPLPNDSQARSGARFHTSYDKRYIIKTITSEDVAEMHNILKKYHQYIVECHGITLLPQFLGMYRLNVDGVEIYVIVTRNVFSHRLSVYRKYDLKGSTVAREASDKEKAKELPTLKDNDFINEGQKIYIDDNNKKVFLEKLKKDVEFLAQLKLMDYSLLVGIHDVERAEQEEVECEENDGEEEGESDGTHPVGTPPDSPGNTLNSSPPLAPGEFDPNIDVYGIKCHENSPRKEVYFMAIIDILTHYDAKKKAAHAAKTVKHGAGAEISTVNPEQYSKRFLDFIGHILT
#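 Reactions run in 0.038 M HEPES pH 7.4, 0.28 mM EGTA, 0.1% CHAPS and 5% DMSO, with PI5P4Kalpha, substrate, compound and 5 microM ATP final, one hour at room temperature. Readout is ADP-Glo luminescence.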
# IL2 activator – IL-2 activation; 360,000 tested, 0.065% active; IL-2 activation reporter assay, cell-based qHTS; stimulated with anti-CD3/CD4/CD28 beads; in transgenic mouse T cells; AID 652025; activation, % (series mostly up to about 46 µM); in the data active means activation above about 50%; inconclusive means mostly about 30% to 49%; further: 0% is about no effect
#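 Unstimulated transgenic mouse T cells preincubated 60 min with compound, then stimulated with anti-CD3/anti-CD4-coated beads plus anti-CD28 for 18 h at 37 degrees C. IL-2 response read as EGFP and DsRed fluorescence by plate cytometry.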
# HEK293 tox – cytotoxicity counter-screen for GLP-1 receptor inverse agonists. HEK293 cAMP-luciferase reporter cells, luminescence, 24 h. Potency, µM (top dose mostly 38.3 µM), for the others: at the highest dose activity change, negative = inhibition, usual class: inhibitors. 410,000 tested, 0.13% active;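 further: loss of luciferase light is scored as toxicity; potency means the concentration at half of the fitted maximal effect; on the % scale 0 is the no-effect control and ±100 the full control effect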
#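 Step one: seed cells (200 cells/uL, DMEM with 10% Nu serum, 1% pen-strep). Step two: 12-hour incubation at 37 deg C. Step three: pin 23 nL compound, incubate 24 hr. Step four: add luciferase reagent, read luminescence 12 min later.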
# PTHR1 agonist – agonists of human PTHR1 parathyroid hormone receptor; Q03431; HEK293 GP2 PTHR1 cells, GloSensor cAMP luminescence, 1 h; Potency, µM (top dose mostly 115 µM), for inactives: at the highest dose activation, actives largely listed as activators; 410,000 tested, 0.075% active; AID 743266; further: potency means the concentration at half of the fitted maximal effect; nearly all actives have a fitted effect of over 55% in size; some results filed as inactive show a strong effect at the top dose; inactives centre near -15; many of its hits are not listed in these tables
#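 HEK-293-derived GP2 cells expressing PTHR1 and a GloSensor cAMP reporter, 3,000/well, plated overnight, given luciferin plus IBMX (each 0.5 mM as added) for 1 h at 37 °C, then compound for 1 h at 37 °C. Luminescence was read after 15 min at room temperature.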
# GLP-1R agonist – agonists of human GLP-1 receptor | P43220 | HEK293 GLP-1R CRE-luciferase, luminescence, 4-6 h; cells express a hypersensitive GLP-1R form | Potency, µM (highest dose often 45.6 µM), inactives show top-dose activation, most hits filed as activators | 380,000 tested, 0.007% active | AID 624172; further: potency means the concentration at half of the fitted maximal effect; % of control where 0% means no effect
# PLK1 PBD block – blocks phosphopeptide binding to human PLK1 polo-box domain | 360,000 tested, 2.8% active | Plk1 PBD binding of FITC phosphopeptide, fluorescence polarization | Potency, µM, without a hit: max response, negative = inhibition, usual class: inhibitors | AID 720504; further: potency means the concentration at half of the fitted maximal effect; series mostly up to about 57 µM; on the % scale 0 is the no-effect control and ±100 the full control effect; nearly all actives have a fitted effect of over 65% in size
# Target sequence (P53350 whole entry, looked up, the tested form may be a part): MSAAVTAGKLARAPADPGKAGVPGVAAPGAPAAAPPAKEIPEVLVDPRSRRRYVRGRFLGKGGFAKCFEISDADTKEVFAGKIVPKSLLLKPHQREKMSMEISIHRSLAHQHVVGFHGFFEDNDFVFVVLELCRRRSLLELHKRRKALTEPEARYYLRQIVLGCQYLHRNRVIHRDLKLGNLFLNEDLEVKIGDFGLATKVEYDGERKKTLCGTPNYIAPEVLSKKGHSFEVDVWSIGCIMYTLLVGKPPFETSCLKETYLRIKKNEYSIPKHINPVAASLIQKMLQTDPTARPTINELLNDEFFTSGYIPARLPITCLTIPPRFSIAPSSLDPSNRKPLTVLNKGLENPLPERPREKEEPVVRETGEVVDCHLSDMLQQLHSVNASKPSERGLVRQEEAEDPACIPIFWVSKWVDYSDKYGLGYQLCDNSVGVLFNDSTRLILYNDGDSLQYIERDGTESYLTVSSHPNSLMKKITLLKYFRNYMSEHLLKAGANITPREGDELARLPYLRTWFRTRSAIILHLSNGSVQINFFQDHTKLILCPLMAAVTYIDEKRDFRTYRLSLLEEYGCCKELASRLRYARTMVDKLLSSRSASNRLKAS
# Active calls of the source: *; i = inactive; ? = inconclusive; . = no result given; & = joins results of further samples; [ ] = dose if it differs, or a comment. Unless noted, the call rests on the fitted dose curve; in most records, active means well fitted curve in the direction sought with a large enough effect; inconclusive means small, poorly fitted or top-dose-only effect, or another doubt; inactive means no such curve, though single readings can be large; an effect the other way counts as inactive or inconclusive. An excerpt. The share of hits here may be higher or lower than overall.
SMILES,EPAC1 agonist,GLP1R inv ag,EPAC1 antag,PI5P4K alpha inh,IL2 activator,HEK293 tox,PTHR1 agonist,GLP-1R agonist,PLK1 PBD block
CC(=O)N(/N=C/c1ccc([N+](=O)[O-])o1)c1nc2ccccc2c(=O)n1-c1ccccc1,4%,17%,-1%,1,0.5,-3%,i,15%,-3%
Cc1cc(C)c2cc(C(=O)Nc3ccccc3)[nH]c2c1,4%,?,-10%,-12,-5.1,-22%,-6%,3%,0%
O=C1CCCC2=C1C(c1ccccc1)n1c(s/c(=C/c3cccc(F)c3)c1=O)=N2 (stereo not drawn),0%,0%,20%,-2,21,3%,-26%[57.5 µM],-1%,3%
COc1ccccc1-c1c(C)nn2c(N3CCN(Cc4ccccc4)CC3)cc(C)nc12,-2%,?,-10%,11,-4.3,4%,-10%,4%,-8%
COc1ccc(CNC(C)C2COc3ccccc3O2)c(OC)c1 (stereo not drawn),-3%,?,-4%,0,-1.0,-13%,i,21%,-5%
O=C(CN1C(=O)c2ccccc2C1=O)Nc1ccccc1C(=O)NC1CCCCC1,2%,5%,12%,.,1.8,-1%,-15%[57.5 µM],-2%,-5%
COCCNC(=O)CSc1nnc2c(Cl)cc(Cl)cn12,5%,-1%,5%,3,-0.1,-10%,i,-15%,0%
Cc1ccc(CC(=O)NCc2ccc(Cl)cc2)cc1,-14%,?,-15%,-20,-0.2,-14%,i,8%,15µM*
O=C(NN1C(=O)C2C3CCC(O3)C2C1=O)c1ccc(Br)o1 (stereo not drawn),3%,1%,3%,-6,-0.4,-3%,9%,-10%,0%
Cn1c2c(c(=O)n(C)c1=O)C(c1cc3c(cc1Br)OCO3)CC(=O)N2 (stereo not drawn),3%,14%,-15%,2,1.2,-14%,i,-5%,-10%
Cc1ccc(NC(=O)CN(C)CC(=O)Nc2ccc(N3CCOCC3)cc2)c(C)c1,-3%,10%,-22%,0,-2.4,4%,i,8%,-3%
Brc1ccc(CSc2ccc3nnc(-c4ccccn4)n3n2)cc1,-7%,-12%,-2%,-10,0.8,-16%,-35%[inhibitor],20%,-10%
CC(C)C12CN3CC(C(C)C)(CN(C1)C3c1ccco1)C2=O (stereo not drawn),5%,2%,8%,2,-3.2,-2%,i,-4%,1%
CC(C)(C)C(c1nc2ccccc2[nH]1)n1c(-c2ccco2)nc2ccccc21 (stereo not drawn),8%,26%,8%,2,0.3,-2%,1%,.,1%
CC1CCCCC1NC(=O)CSc1ccc([N+](=O)[O-])cc1 (stereo not drawn),7%,-3%,1%,2,2.1,-20%,i,8%,-16%
Cc1ccc(P(=O)(CO)c2ccc(C)cc2)cc1,7%,0%,-6%,.,-0.6,5%,i,4%,2%
CCOC(=O)c1cccc(C2=CC(=O)C[C@H](c3ccc(OC)c(OC)c3)C2)c1,7%,-1%,-2%,5,-0.4,-10%,-55%[inhibitor],6%,-3%
CCOc1ccc(N(CC(=O)NC2CCCCC2)C(=O)CNC(=O)c2ccco2)cc1,6%,2%,1%,-6,-0.2,9%,-14%,3%,-9%
CCN1C(=O)N(CC)C2C1N(C(C)=O)C(=O)N2C(C)=O (stereo not drawn),-2%,1%,5%,10,-0.3,2%,i,8%,-10%
Cc1ccc(S(=O)(=O)N2C[C@H]3[C@H]4C(=O)N(C)C(=O)[C@H]4CC(=O)[C@H]3[C@@H]2c2ccccc2Cl)cc1,7%,11%,-8%,0,-0.5,-6%,-24%,0%,-2%
Cc1cccc(Oc2nc(-c3ccccn3)nc3ccccc23)c1,5%,1.3µM*,8%,13,-2.6,?,i,15%,4%
O=S(=O)(NNC(=S)Nc1ccc(S(=O)(=O)Nc2ncccn2)cc1)c1ccc(Br)cc1,-2%,-8%,16%,1,-3.2,1%,-11%,-5%,-15%
Cc1ccc(-n2nnnc2Sc2ccc(S(=O)(=O)NCCN(C)C)cc2[N+](=O)[O-])cc1,-1%,?,-12%,2,-0.3,-21%,-68%[inhibitor],-45%[inhibitor],-30%
COc1ccc(CN2C(=O)C(CC(=O)NC3CCCC3)CC(C(=O)N3CCOCC3)=C2C)cc1 (stereo not drawn),5%,19%,-8%,-1,0.4,5%,4%,-4%,-13%
O=C(O)CCCCCN1C(=O)C2CCCCC2C1=O (stereo not drawn),-1%,2%,8%,-13,-1.5,-4%,i,-9%,-18%

# Compounds shown so far that contain an aryl thioether with sulfur outside any ring (4):
SMILES,EPAC1 agonist,GLP1R inv ag,EPAC1 antag,PI5P4K alpha inh,IL2 activator,HEK293 tox,PTHR1 agonist,GLP-1R agonist,PLK1 PBD block
COCCNC(=O)CSc1nnc2c(Cl)cc(Cl)cn12,5%,-1%,5%,3,-0.1,-10%,i,-15%,0%
Brc1ccc(CSc2ccc3nnc(-c4ccccn4)n3n2)cc1,-7%,-12%,-2%,-10,0.8,-16%,-35%[inhibitor],20%,-10%
CC1CCCCC1NC(=O)CSc1ccc([N+](=O)[O-])cc1 (stereo not drawn),7%,-3%,1%,2,2.1,-20%,i,8%,-16%
Cc1ccc(-n2nnnc2Sc2ccc(S(=O)(=O)NCCN(C)C)cc2[N+](=O)[O-])cc1,-1%,?,-12%,2,-0.3,-21%,-68%[inhibitor],-45%[inhibitor],-30%

# Following part:
SMILES,EPAC1 agonist,GLP1R inv ag,EPAC1 antag,PI5P4K alpha inh,IL2 activator,HEK293 tox,PTHR1 agonist,GLP-1R agonist,PLK1 PBD block
Cc1cc(=O)[nH]c(-c2cccs2)n1,-11%,15%,-11%,1,1.3,-11%,i,-9%,-5%
Cc1nc(N2CCOCC2)nc(N2CCCC2)c1[N+](=O)[O-],6%,4%,-8%,2,0.9,-5%,i,11%,-3%
Cc1cccc(OCC(=O)Nc2cc(S(=O)(=O)N3CCOCC3)ccc2N2CCCC2)c1C,6%,?,-9%,6,-4.4,4%,-4%,1%,-6%
COCc1cc(C)nc(N2CCNCC2)c1C#N,0%,8%,0%,-1,-3.5,1%,i,-5%,-2%
Cc1ccc(C)c(NC2=C(Cl)C(=O)OC2OC(=O)c2ccco2)c1 (stereo not drawn),1%,0%,-3%,.,-0.2,?,-12%[57.5 µM],-1%,-8%
CC1CCCCC1NC(=O)NC(=O)COC(=O)c1ccc(OC(F)F)cc1 (stereo not drawn),-10%,?,-11%,3,-0.3,27%,i,5%,-11%
CCC1CCCCN1C(=O)CCc1nnc(C2CCCCC2)o1 (stereo not drawn),-12%,-118%,-4%,-2,-1.4,-9%,i,-2%,-7%
COC(=O)C(NC(=O)c1ccccc1)(Nc1nccs1)C(F)(F)F (stereo not drawn),-3%,19%,11%,4,-0.4,-2%,i,-11%,3%
CC1C(=O)Nc2ccc(S(=O)(=O)Nc3ccccc3Br)cc2NC1=O (stereo not drawn),-2%,13%&10%,-18%,-20,0.0,-5%&0%,-24%,-5%,-4%
COc1ccc(F)cc1C(=O)C1CCCN(C(=O)CCN2CCCCO2)C1 (stereo not drawn),3%,0%,3%,-1,0.3,-9%,i,16%,-5%
N/C(=N\OC(=O)c1ccc(Cl)cc1)c1ccn[nH]1,11%,?,16%,-6,-2.7,1%,-32%,-5%,1%
CC(=O)c1cccc(NC(=O)COC(=O)CCNS(=O)(=O)c2ccccc2)c1,1%,11%,-2%,-6,-2.5,-1%,i,-2%,-4%
COc1ccc(OC)c(C(=O)/C=C/c2ccccc2C(F)(F)F)c1,27%,?,-5%,.,-1.3,-25%,-38%,-13%,-7%
CCSc1ccc([C@@H]2[C@H]3C(=O)N(C)C(=O)[C@H]3[C@]3(C(=O)OC)CCCCN23)cc1,5%,?,-14%,6,-0.6,9%,i,1%,-20%
Cc1cccnc1NC(=O)Nc1cccc(F)c1,9%,2%,-11%,-16,-0.1,-6%,-35%,4%,-19%
Cn1c(O)c(N=Nc2nc(-c3ccccc3)cs2)c2ccccc21,2%,19%,-19%,-5,-0.7,10%,-24%,-17%,-15%
O=C(CSc1nnc(-c2ccncc2)n1-c1ccccc1)Nc1ccc(Cl)c(Cl)c1,.,-10%,.,.,.,-11%,-14%,1%,.
Cc1cccc(/C=c2\s/c(=C\C(=O)C(C)(C)C)[nH]c2=O)c1,7%,8.9µM*,-10%,0,-0.3,?,i,1%,-1%
O=C(COC(=O)CCCNC(=O)c1ccc(Cl)cc1)NCc1ccccc1Cl,-3%,7%,-17%,5,0.7,-1%,-16%[57.5 µM],26%,-1%
Cc1ccc(NC(=O)NCc2ccccn2)c(C)c1,5%,25%,-14%,8,-0.4,-13%,i,1%,1%
Cc1ccc(-c2nc3ccccc3[nH]2)s1,-2%,?,11%,-19,-0.4,0%,i,1%,-17%
COC(=O)CC1C(=O)NCCN1C(=O)Nc1cccc(Cl)c1 (stereo not drawn),-1%,7%,1%,4,1.1,1%,-2%,0%,-7%
O=C(N/N=C/c1ccc(O)cc1O)c1ccc(CN2C(=O)c3cccc4cccc2c34)cc1,10%,?,-9%,?,-1.1,18%,-18%,11%,-1%

# Only EPAC1 agonist and PI5P4K alpha inh, for some of the entries so far:
molecule,EPAC1 agonist,PI5P4K alpha inh
Cc1cccc(/C=c2\s/c(=C\C(=O)C(C)(C)C)[nH]c2=O)c1,7%,0
CCC1CCCCN1C(=O)CCc1nnc(C2CCCCC2)o1 (stereo not drawn),-12%,-2

# Some of these compounds in order of their number in GLP1R inv ag, highest first:
compound	GLP1R inv ag
Cc1ccc(NC(=O)NCc2ccccn2)c(C)c1	25%
CC(=O)c1cccc(NC(=O)COC(=O)CCNS(=O)(=O)c2ccccc2)c1	11%
COc1ccc(F)cc1C(=O)C1CCCN(C(=O)CCN2CCCCO2)C1 (stereo not drawn)	0%
